# Bioassay records: PubChem BioAssay, The Scripps Research Institute Molecular Screening Center
# Tn6 DDE FP = inhibitors of Tn6 peptide binding to fibrin DD(E), primary screen, biochemical, fluorescence polarization, human fibrin, Tn6 probe; Fibrin DD(E) TRITC-Tn6 fluorescence polarization displacement; inhibition, % at 8.3 µM; 370,000 compounds, 0.21% hits; AID 720509, 2013;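 active = inhibition above a per-campaign cutoff: mean of compounds within control limits plus 3 SD, cut at about 15% in these data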;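 note: 0% = median of all compound wells on the plate and 100% = blocking peptide control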
# TCR-CD3 inh = inhibitors of human TCR-CD3 interaction, primary screen, biochemical, fluorescence, TAMRA-labeled TCR probe; inhibition, % at 9.4 µM; T-cell receptor (TCR); AID 651800, 2012; 360,000 compounds, 0.37% hits; in the data active = inhibition above about 19%;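 note: recombinant mutant TCR 2C K166C tagged with TAMRA read by polarization; 0% = receptor in buffer alone and 100% = receptor with positive control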
# UHRF1 MBD2 ctr = UHRF1 methylated DNA binding inhibitors, primary screen, counter-screen for MBD2 inhibitor project, biochemical, TR-FRET, human UHRF1, single concentration | UHRF1 binding to methylated oligo | inhibition, % at 4.4 µM | 370,000 compounds, 0.75% hits; in the data active = inhibition above about 21%;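 note: UHRF1 SRA domain binding a hemimethylated CpG hairpin DNA probe; 0% = median of test compound wells and 100% = reference inhibitor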
# Target sequence (Q96T88 whole entry, looked up, the tested form may be a part): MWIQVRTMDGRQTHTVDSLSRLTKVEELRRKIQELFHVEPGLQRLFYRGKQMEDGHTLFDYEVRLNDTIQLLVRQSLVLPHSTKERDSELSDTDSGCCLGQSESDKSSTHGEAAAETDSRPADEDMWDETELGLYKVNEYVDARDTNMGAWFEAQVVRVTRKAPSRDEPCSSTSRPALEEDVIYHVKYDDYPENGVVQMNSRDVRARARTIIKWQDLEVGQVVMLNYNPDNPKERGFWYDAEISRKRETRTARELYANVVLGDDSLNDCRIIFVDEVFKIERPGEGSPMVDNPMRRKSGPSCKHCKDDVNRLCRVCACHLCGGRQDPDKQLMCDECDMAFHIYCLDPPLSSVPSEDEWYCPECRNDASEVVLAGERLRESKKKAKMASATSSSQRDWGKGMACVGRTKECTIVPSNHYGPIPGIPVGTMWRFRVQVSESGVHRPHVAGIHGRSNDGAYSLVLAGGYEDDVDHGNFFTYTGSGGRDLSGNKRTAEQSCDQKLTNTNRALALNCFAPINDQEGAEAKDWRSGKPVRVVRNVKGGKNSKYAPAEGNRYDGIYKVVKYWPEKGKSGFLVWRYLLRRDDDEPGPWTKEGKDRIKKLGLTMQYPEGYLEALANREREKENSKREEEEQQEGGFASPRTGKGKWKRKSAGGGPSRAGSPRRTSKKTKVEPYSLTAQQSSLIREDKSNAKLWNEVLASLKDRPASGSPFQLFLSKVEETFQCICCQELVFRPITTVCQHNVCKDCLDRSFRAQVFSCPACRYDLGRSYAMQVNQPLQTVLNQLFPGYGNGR
# MBD2 inh = inhibitors of MBD2 binding to methylated DNA, primary screen, biochemical, TR-FRET, DNA-binding domain, human; Methyl-CpG-binding domain protein 2 (Homo sapiens), Q9UBB5; MBD2 binding to methylated oligonucleotide; inhibition, % at 4.4 µM; 370,000 compounds, 0.31% hits; AID 686964, 2013; in the data active = inhibition above about 13%
# PRMT1 FP inh = PRMT1 methyltransferase inhibitors, primary screen, biochemical, fluorescence polarization; 370,000 compounds, 1.3% hits; Protein arginine N-methyltransferase 1 (Homo sapiens), Q99873; AID 652257, 2013; inhibition, % at 2.79 µM; recombinant PRMT1, activity-based probe fluorescence polarization;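 active = inhibition above about 21% made by adding two undisclosed values, limit read from the data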
# LEDGF integ inh = blockers of LEDGF/p75-dependent integrase strand transfer – biochemical, TR-FRET, high throughput, primary screen. HIV-1 integrase (with human LEDGF/p75). TR-FRET IN-LEDGF/p75 DNA integration, Eu/Cy5. inhibition, % at 3.7 µM. 370,000 compounds, 0.64% hits. AID 743269, 2014;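 active = inhibition above the screen-wide mean plus 3 SD, cut at about 13% in these data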;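 note: signal is the Cy5 over europium emission ratio at 671 and 618 nm; 0% = plate median of compound wells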
# KLK7 zymogen act = proKLK7 zymogen activators, primary screen, biochemical, fluorescence intensity. Kallikrein-7 (Homo sapiens), P49862. purified proKLK7, EDANS-DABCYL substrate fluorescence; 100% is mature enzyme control, 0% vehicle. activation, % at 7 µM. 370,000 compounds, 0.9% hits;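 active = activation above the mean of all tested compounds plus 3 SD, computed per campaign excluding outliers beyond control limits, cut at about 13% in these data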
# Target sequence (P49862 whole entry, looked up): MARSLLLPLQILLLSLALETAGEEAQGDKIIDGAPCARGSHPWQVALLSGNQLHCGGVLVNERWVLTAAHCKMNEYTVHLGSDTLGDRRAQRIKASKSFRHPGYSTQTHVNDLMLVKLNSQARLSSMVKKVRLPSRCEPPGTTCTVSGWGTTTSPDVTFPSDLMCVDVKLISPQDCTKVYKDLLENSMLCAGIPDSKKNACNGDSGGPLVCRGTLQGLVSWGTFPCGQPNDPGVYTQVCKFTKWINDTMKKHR
# TDP2 inh = human TDP2 enzyme inhibitors, primary screen, biochemical, epi absorbance, recombinant enzyme; Tyrosyl-DNA phosphodiesterase 2 (Homo sapiens), O95551; T5PNP hydrolysis, p-nitrophenol absorbance 415 nm; inhibition, % at 12.8 µM; 370,000 compounds, 0.34% hits; AID 720702, 2013;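 active = inhibition above the mean of all tested compounds plus 3 SD, set per campaign, cut at about 25% in these data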;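 note: 0% = DMSO with enzyme and 100% = buffer with substrate but no TDP2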
#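 test system = human TDP2 enzyme | input = TDP2 enzyme at 120 nM final | medium = 50 mM Tris-HCl pH 7.5 with Mg2+, KCl, DTT, BSA | also added = T5PNP substrate, 5 mM | times = 2 h at 37 °C | technique = epi absorbance | benchmarks = high control without enzyme, low control DMSO plus TDP2 | replication = each compound tested once, singlicate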
# SIAE inh = human SIAE inhibitors, primary screen, biochemical, fluorescence polarization, FP-Rh probe, 1536-well HTS; 370,000 compounds, 0.69% hits; inhibition, % at 9.66 µM; SIAE FP-Rh probe binding;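 active = inhibition above a cutoff: mean of compounds within the control limits plus 3 SD of those, cut at about 17% in these data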;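 note: 0% = plate median of compound wells and 100% = probe without SIAE protein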
# DDE Tn7 FP inh = inhibitors of Tn7 peptide binding to fibrin DD(E), primary screen, biochemical, fluorescence polarization, human fibrin, Tn7 probe | inhibition, % at 8.3 µM | 370,000 compounds, 0.13% hits | Fibrinogen beta chain (Homo sapiens), P02675 | FP displacement of FITC-Tn7 peptide from fibrin DD(E); 0% = median of compound wells per plate;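 active = inhibition above the mean of compounds falling within the control limits plus 3 SD of them, cut at about 14% in these data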;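 note: 0% = plate median of compound wells and 100% = 10 µM Aha-Tn7 peptide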
#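 Assay system: Fibrin-DD(E) protein isolated from polymerized human fibrin clots; read-out basis: percent inhibition; medium: Tris/NaCl/CaCl2 buffer, pH 7.8; signal: FP measurement; incubation: 10 min plus 3 h, room temperature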
# The depositor's hits bear a star; / = no result given. The order is random, and some 4.6% of all compounds hit somewhere here.
Compound | Tn6 DDE FP | TCR-CD3 inh | UHRF1 MBD2 ctr | MBD2 inh | PRMT1 FP inh | LEDGF integ inh | KLK7 zymogen act | TDP2 inh | SIAE inh | DDE Tn7 FP inh
O=C(N=C1SC2CS(=O)(=O)CC2N1Cc1ccc(Cl)cc1)C1CC1 (stereo not drawn) | 4 | 0 | 1 | -1 | -9 | 0 | 0.0 | -5 | 4 | -2
Cc1cc(Br)cc2c(C(=O)Nc3c(C)n(C)n(-c4ccccc4)c3=O)cc(-c3cccs3)nc12 | 0 | -1 | 2 | 5 | 2 | -2 | 0.8 | 3 | -3 | 2
O=C(Cc1ccc(F)cc1)Nc1ccc(S(=O)(=O)N2CCCCC2)cc1 | 5 | -5 | 0 | 2 | 5 | -1 | 0.3 | 3 | 0 | 5
CC(C)n1cnnc1SCC(=O)Nc1cccnc1Cl | -1 | 6 | 0 | -5 | -5 | 5 | 0.7 | 2 | 2 | -3
CC(O)(CS(=O)(=O)c1ccc(Br)cc1)c1ccccc1 (stereo not drawn) | 0 | 6 | -1 | 2 | 2 | 0 | 0.4 | 0 | -6 | 4
Cc1ccccc1CN(C)C(=O)CNC(=O)c1ccc2ccccc2c1 | 0 | 3 | -2 | 0 | 1 | -2 | -0.3 | 4 | 5 | -3
O=C1[C@H]2[C@H](C=CC[C@H]2C(=O)N2CCOCC2)CCN1Cc1ccccc1 | 1 | 1 | 1 | 1 | 1 | 3 | 0.3 | 2 | -3 | -3
CC1(C)Cc2ccccc2C(=O)N1 | -2 | 4 | 0 | 2 | 2 | -1 | 0.8 | -11 | -2 | -11
O=C(O)CP(=O)(c1ccccc1)c1ccccc1 | 7 | -8 | 5 | 1 | 3 | -2 | 0.4 | -5 | -3 | -4
COc1ccc(C/C(C)=N/NC(=O)c2ccc(Cl)cc2)cc1 | 4 | -1 | 0 | 1 | 0 | -1 | -0.5 | 13 | -2 | 4

# Carrying on.
Compound | Tn6 DDE FP | TCR-CD3 inh | UHRF1 MBD2 ctr | MBD2 inh | PRMT1 FP inh | LEDGF integ inh | KLK7 zymogen act | TDP2 inh | SIAE inh | DDE Tn7 FP inh
O=C(NCCS(=O)(=O)N1CCN(c2ccccc2)CC1)c1ccco1 | -12 | -4 | 4 | -2 | 0 | 1 | -0.6 | -4 | 6 | 1
CCN(CC)c1ccc(/C=N/N2CCOCC2)cc1 | 8 | 3 | -2 | -5 | 0 | -3 | -0.2 | 6 | 5 | -8
O=C(NCc1cccnc1)c1cc(Sc2ccc(F)cc2F)nc2ccccc12 | -1 | 2 | -1 | 3 | -1 | 3 | 0.3 | 10 | 5 | 3
O=C(CSc1nnc(-c2ccccc2)n1C1CCCCC1)N1CCCC1 | 2 | -1 | 1 | 2 | -1 | -3 | 0.7 | 9 | -3 | 0
COc1ccc(CNC(=O)COC(=O)/C=C/c2ccc(S(=O)(=O)N3CCOCC3)cc2)cc1 | -4 | 1 | 0 | -2 | -2 | -2 | -0.3 | 6 | 0 | 5
C=CCn1c(CCNC(=O)c2cccs2)nnc1SCC(=O)Nc1cccc(Cl)c1C | 0 | 3 | -1 | 4 | 1 | -1 | 0.2 | 4 | -4 | -9
COCCNc1oc(-c2ccc(F)cc2)nc1C#N | -3 | -1 | -2 | 1 | -2 | -2 | 4.1 | 1 | 0 | -10
O=C(C[C@H]1C(=O)N(c2ccccc2)C[C@@H]1Cc1ccccc1)Nc1ccccc1 | 1 | 6 | 0 | 1 | 1 | -1 | -0.3 | 5 | -3 | -7
O=C(NCCN1C(=O)C2C3C=CC(C3)C2C1=O)c1cc(Cl)cc(Cl)c1 (stereo not drawn) | -1 | / | -1 | -8 | 0 | 3 | -0.1 | 13 | 2 | 4
Cn1c(NCCc2ccccc2)cc(=O)n(C)c1=O | -3 | -9 | 1 | 1 | 1 | 1 | -0.6 | 5 | 4 | 4

# Next compounds:
smiles	Tn6 DDE FP	TCR-CD3 inh	UHRF1 MBD2 ctr	MBD2 inh	PRMT1 FP inh	LEDGF integ inh	KLK7 zymogen act	TDP2 inh	SIAE inh	DDE Tn7 FP inh
Cc1ccc(NC(=O)CCc2nnc3ccc(N4CCC(C)CC4)nn23)nc1	10	-1	6	-1	5	-4	-0.2	-6	-4	-6
Cc1cc(S(=O)(=O)NC2CCN(Cc3ccccc3)CC2)c(C)cc1Cl	-5	1	1	-2	-6	-2	0.3	0	3	9
NC(=O)COc1cc2oc(=O)c3c(c2cc1Cl)CCCC3	8	1	-2	8	5	-2	1.3	6	-2	-4
O=C(Cc1ccc(Cl)cc1)Nc1ccccc1C(=O)N1CCCC1	0	10	-2	9	-2	1	-0.1	7	-2	-6
COc1ccc(-c2nonc2NC(=O)c2oc3ccccc3c2C)cc1OC	3	4	-2	-6	2	-3	-0.1	13	4	-4
Cc1cccc(OC(C)C(=O)OCC(=O)N2CCN(c3ccccc3)CC2)c1 (stereo not drawn)	-2	4	-2	3	-2	0	0.0	4	0	-2
Cc1ccsc1/C=N\NC(=O)CCc1c(C)n[nH]c1C	-1	-6	1	-8	4	-2	0.8	-4	13	5
CCCS(=O)(=O)N1CCC(C(=O)NCCCOC(C)C)CC1	6	4	-3	-1	0	-2	0.7	3	-5	4
Cn1c(=O)[nH]c(=O)c2c1nc(N1CCN(C(=O)c3ccco3)CC1)n2CCCSc1ncccn1	0	-4	0	-3	-4	0	-0.4	1	-1	-3
COc1ccc(NC(=O)c2oc3ccccc3c2NC(=O)c2ccc(OC)c(OC)c2)c(OC)c1	9	3	-2	1	-1	-2	0.7	2	1	-6

# The listing continues:
smiles	Tn6 DDE FP	TCR-CD3 inh	UHRF1 MBD2 ctr	MBD2 inh	PRMT1 FP inh	LEDGF integ inh	KLK7 zymogen act	TDP2 inh	SIAE inh	DDE Tn7 FP inh
Cc1ccc(S(=O)(=O)c2ccc(Oc3cccc(C)c3)cc2)cc1	6	5	-1	2	-2	4	0.0	1	2	-3
Cc1cccc(N2C(=O)c3ccc(C(=O)Nc4cccc(C(=O)O)c4)cc3C2=O)c1	4	7	-1	4	1	1	0.4	8	7	4
CCOC(=O)NC1(Nc2cccc(Cl)c2)Oc2ccccc2O1	6	6	1	-1	19	4	0.0	-1	12	2
Cc1ccc(N/C=C2\CCCCC2=O)nc1	-8	1	-3	0	3	-2	0.2	10	1	-10
O=C(CCN1CCOCC1)N1CCCC(Nc2cccc(F)c2)C1 (stereo not drawn)	5	2	-1	0	-1	-1	0.8	3	-6	-6
CCN(CC)C(=O)C(=O)Nc1ccc(OCc2ccccc2)cc1	8	-3	2	8	3	0	0.2	-3	-2	-1
COC(=O)c1ccc2c(c1)S(=O)(=O)NC2C (stereo not drawn)	2	2	-1	4	-1	-1	0.2	7	1	6
COc1cc(OC)cc(-c2oc(=O)c3cc(OC)c(OC)cc3c2C(F)(F)F)c1	3	3	0	4	0	-1	0.0	-3	-5	2
O=c1cc(-c2ccccc2)nc(SCc2ccccc2F)[nH]1	4	-2	0	2	-2	1	-0.1	14	-2	-3
C=CCn1c(SCc2ccc(Br)cc2F)nc2cc(C(=O)O)ccc2c1=O	-2	0	0	-4	1	2	0.2	3	2	2

# The final 5 entries of the section above come first, to join the parts:
smiles	Tn6 DDE FP	TCR-CD3 inh	UHRF1 MBD2 ctr	MBD2 inh	PRMT1 FP inh	LEDGF integ inh	KLK7 zymogen act	TDP2 inh	SIAE inh	DDE Tn7 FP inh
CCN(CC)C(=O)C(=O)Nc1ccc(OCc2ccccc2)cc1	8	-3	2	8	3	0	0.2	-3	-2	-1
COC(=O)c1ccc2c(c1)S(=O)(=O)NC2C (stereo not drawn)	2	2	-1	4	-1	-1	0.2	7	1	6
COc1cc(OC)cc(-c2oc(=O)c3cc(OC)c(OC)cc3c2C(F)(F)F)c1	3	3	0	4	0	-1	0.0	-3	-5	2
O=c1cc(-c2ccccc2)nc(SCc2ccccc2F)[nH]1	4	-2	0	2	-2	1	-0.1	14	-2	-3
C=CCn1c(SCc2ccc(Br)cc2F)nc2cc(C(=O)O)ccc2c1=O	-2	0	0	-4	1	2	0.2	3	2	2
C/C(=N\NC(=O)c1ccccc1)c1ccccc1Br	-4	2	2	0	5	-1	0.4	1	5	-7
CCN(CC)S(=O)(=O)c1cccc(C(=O)Oc2cccnc2)c1	-3	-4	-4	0	4	0	-0.4	7	14	2
COc1ccccc1CN1CCNC(=O)C1CC(=O)NCCCn1cccn1 (stereo not drawn)	2	4	1	-3	-2	0	0.3	7	40*	-1
O=c1[nH][nH]cc1C=Nc1ccc(Oc2ccccc2)cc1	4	-7	-1	0	3	2	0.1	-8	7	-8
COC(=O)c1nnn(-c2ccsc2C(=O)OC)c1C(=O)OC	-2	-1	2	0	-3	3	0.2	-8	-1	0
Cc1ccccc1-n1c(SC(C)C(N)=O)nnc1-c1cccnc1 (stereo not drawn)	-5	5	0	-3	-1	-2	0.7	2	4	-3
COc1ccc(S(=O)(=O)N2CCN(C(=O)c3sccc3-c3ccccc3)CC2)cc1	1	-2	0	4	-1	-3	0.2	-4	12	1
COc1ccc(Cl)cc1NS(=O)(=O)c1cccc(C(=O)N2CC(C)OC(C)C2)c1 (stereo not drawn)	-6	-3	2	6	-1	-2	-0.2	8	11	3
CCN(CC)CCNC(=S)Nc1ccc2nc(N3CCN(CC)CC3)cc(C)c2c1	0	-5	20	3	13	-2	3.2	-12	2	6
Cc1ccccc1N(C(=O)c1cccs1)c1nc2ccccc2s1	-6	6	-1	6	0	-1	-0.3	10	10	-7
CCOc1cc(C)nc(N2CCC(C(=O)NCC3CCCO3)CC2)n1 (stereo not drawn)	5	2	17	10	-1	-1	0.8	2	-5	0
Cc1ccccc1Nc1nc(N)nc(CSc2nnc(C)n2C)n1	-2	-5	1	-2	-5	-3	-0.3	-7	-7	2
